# ZTA counter: blocks Epstein-Barr virus ZTA, an EBNA-1 counter-screen | P03206 | ZTA-DNA binding, fluorescence polarization | inhibition, % at 11 µM | actives 0.15% (n = 320,000) | AID 2234; in the data active means inhibition above about 33%
# Target sequence (P03206 whole entry, looked up): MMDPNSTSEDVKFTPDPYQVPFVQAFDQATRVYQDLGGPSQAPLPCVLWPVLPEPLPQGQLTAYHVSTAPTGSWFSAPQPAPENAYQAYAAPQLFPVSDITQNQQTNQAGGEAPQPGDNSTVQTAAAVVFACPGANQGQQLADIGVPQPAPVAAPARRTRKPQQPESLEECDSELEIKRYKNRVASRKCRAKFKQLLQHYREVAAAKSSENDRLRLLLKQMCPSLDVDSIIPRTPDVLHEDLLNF
# LYPLA2 inh: counter-screen for PME1 inhibitors: inhibitors of human LYPLA2; O95372; inhibition, % at 5.9 µM; recombinant LYPLA2, FP-Rh probe fluorescence polarization; actives 0.38% (n = 320,000);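 active means inhibition above the screen-wide mean plus 3 SD, limit set per campaign, cut at about 26% in these data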;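 further: 0% = LYPLA2 with DMSO and 100% = wells lacking LYPLA2 enzyme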
# EBNA-1 inhibitor: blocks EBNA-1 binding to DNA. actives 0.34% (n = 300,000). EBNA-1 DNA binding, fluorescence polarization. inhibition, % at 14.8 µM; in the data active means inhibition above about 28%
# GSTO1 inh: counter-screen for RBBP9 inhibitors: inhibitors of human GSTO1. inhibition, % at 5.96 µM. actives 1.1% (n = 300,000). recombinant GSTO1, activity-based probe fluorescence polarization;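 active means inhibition above the campaign mean inhibition plus 3 SD, cut at about 35% in these data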;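 further: 0% = GSTO1-1 with DMSO and 100% = wells lacking GSTO1-1 enzyme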
# PAFAH1B3 inh: PAFAH1B3 (human) inhibition | inhibition, % at 3.39 µM | recombinant PAFAH1B3, FP-rhodamine probe, fluorescence polarization | actives 0.28% (n = 340,000) | AID 492972;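 active means inhibition above the screen-wide average of all tested compounds plus 3 SD, cut at about 25% in these data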;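 further: 0% = enzyme with DMSO only and 100% = wells lacking PAFAH1B3 protein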
# PAFAH2 FP inh: inhibitors of human PAFAH2; actives 0.99% (n = 340,000); recombinant PAFAH2, FP-rhodamine activity probe, fluorescence polarization; inhibition, % at 3.39 µM;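 active means inhibition above the mean over all tested compounds plus 3 SD, cut at about 30% in these data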;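 further: inhibitors block probe labeling of enzyme so polarization drops; 0% = enzyme with DMSO and 100% = wells lacking PAFAH2 protein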
# PAD4 inh: PAD4 (human) enzyme inhibition | actives 0.41% (n = 330,000) | inhibition, % at 6.36 µM | recombinant PAD4, RCA probe fluorescence polarization;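 active means percent inhibition above a cutoff equal to the mean of all tested compounds plus 3 SD, cut at about 15% in these data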;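 further: 0% = PAD4 with RCA probe and DMSO and 100% = probe without PAD4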
# Target sequence (Q9UM07 whole entry, looked up): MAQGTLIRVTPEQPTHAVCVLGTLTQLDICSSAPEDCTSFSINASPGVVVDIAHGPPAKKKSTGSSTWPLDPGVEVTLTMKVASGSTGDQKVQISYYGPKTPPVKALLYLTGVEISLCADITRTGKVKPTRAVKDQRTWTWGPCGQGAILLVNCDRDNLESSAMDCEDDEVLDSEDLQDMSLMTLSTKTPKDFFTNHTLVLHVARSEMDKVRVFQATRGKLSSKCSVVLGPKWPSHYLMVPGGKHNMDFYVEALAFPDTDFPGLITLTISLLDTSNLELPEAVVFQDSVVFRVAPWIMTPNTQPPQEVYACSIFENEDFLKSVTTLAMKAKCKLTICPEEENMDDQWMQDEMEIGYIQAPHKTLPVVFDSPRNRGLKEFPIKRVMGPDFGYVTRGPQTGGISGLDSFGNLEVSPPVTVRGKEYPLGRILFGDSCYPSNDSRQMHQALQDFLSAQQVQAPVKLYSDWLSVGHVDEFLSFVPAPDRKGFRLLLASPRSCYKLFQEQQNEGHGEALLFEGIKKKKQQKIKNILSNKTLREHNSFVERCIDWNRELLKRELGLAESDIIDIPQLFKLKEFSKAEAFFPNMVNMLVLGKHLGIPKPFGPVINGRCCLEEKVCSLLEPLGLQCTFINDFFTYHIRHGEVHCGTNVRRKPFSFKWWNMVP
# PREPL inh: human PREPL enzyme inhibition; inhibition, % at 5.96 µM; recombinant PREPL, fluorescence polarization activity-based probe; actives 0.68% (n = 320,000); in the data active means inhibition above about 43%;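 further: 0% = enzyme with DMSO and 100% = wells lacking enzyme; many of its hits are not listed in these tables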
# LYPLA1 counter: blocks human lysophospholipase 1, a PME1 counter-screen | recombinant LYPLA1, FP-Rh probe fluorescence polarization | inhibition, % at 5.9 µM | actives 0.16% (n = 320,000) | AID 2174;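 active means inhibition above the mean of all tested compounds plus 3 SD, set per campaign, cut at about 14% in these data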;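 further: inhibitors block serine hydrolase probe labeling of LYPLA1 so polarization falls; 0% = enzyme with DMSO and 100% = wells lacking LYPLA1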
# The depositor's hits bear a star; / = not tested or not shown. Not all compounds are listed. The share of hits here may be higher or lower than overall.
SMILES	PREPL inh	PAD4 inh	PAFAH1B3 inh	ZTA counter	LYPLA2 inh	PAFAH2 FP inh	EBNA-1 inhibitor	LYPLA1 counter	GSTO1 inh
COc1ccc(CSC2=CS(=O)(=O)c3ccccc3N2)cc1	7	-4	3	14	3	2	10	1	7
COc1ccc(-c2nc3cc(C)ccn3c2NCc2ccc3c(c2)OCO3)cc1	0	-5	11	-2	9	-2	1	5	1
CC(C)Cn1cc(C(=O)NCCCOC(C)C)c2c3ccccc3n(C)c2c1=O	3	3	8	17	9	0	8	-1	1
COc1ccc(C(=O)N2CCN(c3ccc(NC(=O)c4cccnc4)cc3)CC2)cc1	15	-1	1	-3	8	-1	-16	4	-1
Cc1ccc(Cl)cc1-c1ccc(/C=N/n2cnnc2)o1	-5	1	10	3	-5	4	-2	-8	-5
COc1ccccc1CNC(=O)C[n+]1ccccc1	6	0	-2	-3	2	-2	-1	3	13
CC(=O)Nc1ccc(Oc2cc(NC(C)=O)cc([N+](=O)[O-])c2)cc1	3	-9	-2	6	0	-3	10	1	-4
Cc1cnc(C(=O)OCc2c(C)cc(C(C)(C)C)cc2C)cn1	11	-2	1	4	-2	-5	-14	0	8
O=C1NC(c2ccc(Cl)cc2)=COc2ccccc21	1	-2	6	21	36*	-1	8	2	-14
COC(=O)c1cc2cc(Cl)ccc2nc1SC	14	1	-5	-7	2	0	-2	-1	3
O=C(c1ccco1)N1CCN=C1SCc1cccnc1	-5	7	12	-9	1	2	2	2	6
CN(C)C=Nc1ncc2c3ccccc3n(CCN(C)C)c2c1C#N	33	2	0	5	-3	-3	1	-1	19
CCOc1ccc(-c2cc(CCCC(=O)NCc3ccco3)no2)cc1	-1	-1	-7	6	-2	11	5	-1	-3
N/C(=N\c1nc2ccccc2o1)NC(=O)c1ccccc1NC(=O)c1ccccc1	-11	1	-12	-14	1	5	24	0	-3
Cc1ccc2c(c1)c1c3n2CCCNC3CCC1 (stereo not drawn)	45*	-2	10	1	-2	-5	-2	2	-4
Cc1cccc(Oc2ncnc3oc(-c4ccccc4)cc23)c1C	-22	-2	2	-21	-5	-1	-7	-3	4
O=C(OC1CCCCC1)c1cc2ccccc2oc1=O	-10	0	6	-8	3	8	5	1	-8
CN(C(=O)c1ccncc1)C1CCCN(Cc2ccccc2F)C1 (stereo not drawn)	-3	-3	11	-6	-2	7	-9	-2	-2
Cc1ccccc1C(=O)OC1CCN(C)CC1	8	-2	10	8	3	5	10	2	-7
O=C(c1ccccc1)N1CCN(c2ccccc2F)CC1	-6	0	3	9	-6	-1	5	-6	8
CC1=C(C(=O)OCc2ccccc2)C(c2ccc3ccccc3c2)NC(=O)N1CCCC(=O)O (stereo not drawn)	6	1	8	-8	-5	-7	6	1	6
CC(C)N=C(NC#N)SCc1ccc(F)cc1	5	1	2	-7	4	-7	13	0	1
O=C(CSc1nnnn1-c1ccc(Cl)cc1)NC(=O)Nc1ccc2c(c1)OCCO2	-6	4	3	6	-7	-6	20	-8	-7
O=C(CCc1ccccc1)NNC(=O)c1ccc(NC(=O)c2ccccc2)cc1	-1	-4	0	8	-2	-6	7	-5	-3
CCOc1ccc(S(=O)(=O)NCCC(=O)N2CCC(Cc3ccccc3)CC2)cc1	-3	-1	0	2	-1	2	3	1	1
CNC(=S)N/N=C/c1cc(C)n(-c2ccc(Cl)c(Cl)c2)c1C	32	-4	-1	-3	0	3	-10	0	-3
CSc1nsc(SCC(=O)Nc2ccc(C(=O)O)cc2)n1	0	6	5	13	-2	6	6	0	-1
CCN(CC)CCCNC(=O)C1CCC(CNS(=O)(=O)c2c(C)cc(C)cc2C)CC1 (stereo not drawn)	-40	0	6	-13	-1	-1	-3	-2	0
COc1ccc(C(=O)NC(=S)N2CCCCC2)cc1[N+](=O)[O-]	3	0	8	5	-1	0	-2	0	1
CCOC(=O)N1CCN(c2cccc(C)c2C)CC1	-1	6	4	-1	-2	-4	-9	-5	-2

# Brought forward from above: 2 entries, then new ones.
SMILES	PREPL inh	PAD4 inh	PAFAH1B3 inh	ZTA counter	LYPLA2 inh	PAFAH2 FP inh	EBNA-1 inhibitor	LYPLA1 counter	GSTO1 inh
COc1ccc(C(=O)NC(=S)N2CCCCC2)cc1[N+](=O)[O-]	3	0	8	5	-1	0	-2	0	1
CCOC(=O)N1CCN(c2cccc(C)c2C)CC1	-1	6	4	-1	-2	-4	-9	-5	-2
CCOC(=O)C1(CCOc2ccccc2)CCN(Cc2cccc(F)c2)CC1	-11	-2	3	1	4	-4	-2	-1	-1
Cc1nc(-c2cccc(-c3noc(C)n3)c2)no1	10	3	3	-5	3	2	3	3	2
O=C(O)c1ccc2c(c1)-c1cc(C(=O)O)ccc1S2(=O)=O	22	3	11	-9	11	-4	-10	5	-1
C/C(=C\C(=O)c1ccc(Cl)cc1)Nc1ccc(N2CCOCC2)cc1	11	-9	7	-5	-1	-4	7	1	4
Cc1cc(/C=C(\C#N)C(=O)Nc2ccccc2)c(C)n1-c1cccnc1	2	-1	-2	12	4	-6	12	-1	-1
O=C(CN(C(=O)CCC(=O)Nc1nccs1)c1ccc(F)cc1)NCc1ccccc1	-5	1	9	-6	-1	-8	-8	-1	2
Cc1nc2c(-c3ccc(F)cc3)c(C)nn2c(C)c1CCC(=O)N1CCN(c2ccccc2)CC1	19	0	5	0	7	-2	-2	4	7
Cc1nnc(NC(=O)CSc2n[nH]c(-c3ccccc3C)n2)s1	-1	3	-6	-8	-3	0	7	1	0
CN(C)c1ccc(/C=N/NC(=O)c2ccc3nc[nH]c3c2)cc1	-1	0	6	9	-2	9	2	0	8
COC(=O)c1ccc(NC(=O)CSc2nncn2-c2cccnc2)cc1	-6	6	5	-2	8	2	-11	3	-2
CCOc1ccc2ccccc2c1/C=N\NC(=O)OC	5	0	11	-4	-3	-8	10	0	4
CCOC(=O)c1ccc(NC(=O)C2CCCN(S(=O)(=O)c3ccc(F)cc3)C2)cc1 (stereo not drawn)	3	-2	11	0	-4	3	-2	-4	6
C[C@@H](C[C@@H](O)[C@H](O)C(C)(C)O)[C@@H]1CC[C@]2(C)C3=CC[C@H]4C(C)(C)C(=O)CC[C@]4(C)[C@H]3CC[C@@]12C	-6	-1	-5	-15	-8	-7	9	-6	-22
CCOC(=O)c1sc2nc(CC(=O)OC)nc(N3CCN(c4ccc(OC)cc4)CC3)c2c1C	48*	0	2	-15	-6	4	4	-1	5
Cc1cc2nnc(SCC(=O)Nc3cc(S(=O)(=O)N4CCOCC4)ccc3Cl)n2c2ccccc12	-7	2	12	-3	-1	3	6	-1	0
CSc1sc(C(=O)N(C)C)cc1S(=O)(=O)C(C)C	19	3	/	-8	-6	/	-15	-1	8
COc1ccc(NCc2nc3ccccc3n2CCOc2ccc(C)cc2)cc1	62*	-5	5	6	7	-1	1	-7	3
O=C(CN1CCN(S(=O)(=O)c2cc(Cl)ccc2Cl)CC1)c1ccc(O)c(O)c1	25	-5	10	-10	-3	20	-10	-2	11
Cc1cc2c(cc1S(=O)(=O)N(C)C1CCCCC1)OCC(=O)N2	11	-1	3	11	8	2	0	1	0
COc1ccccc1/C=C/C(=O)Oc1cccc2cccnc12	5	5	1	-24	11	1	-7	6	7
Cc1ccc(S(=O)(=O)NCC2CCC(C(=O)O)CC2)cc1 (stereo not drawn)	8	-3	6	-14	3	-1	11	2	6
CCCCn1c(N)c(Sc2ccc(Cl)cc2)c(=O)[nH]c1=O	1	1	7	-6	-2	4	-4	-4	2
Cn1ncc(Cl)c1C(=O)N1CCC(Cc2ccccc2)CC1	3	2	2	-12	2	5	-6	-4	6
CCOc1ccc(N(CC(=O)Nc2ccc(C)c(C)c2)S(C)(=O)=O)cc1	-42	-10	12	8	-1	-1	-10	-7	3
Cc1cc(C)cc(NC(=O)CCCCCN2C(=O)[C@@H]3Cc4ccccc4CN3C2=O)c1	-17	0	-3	-8	4	4	2	1	-5
O=S1OCCN1c1ccccc1 (stereo not drawn)	-5	-4	-7	-15	-4	1	11	-5	6
Cc1cc(C)n(CCCNC(=O)C2CC(=O)N(Cc3ccccc3)C2)n1 (stereo not drawn)	-2	-3	9	-12	2	3	3	4	3
O=C(c1ccc(C(F)(F)F)cc1)C1CCCN(C(=O)CCN2CCCO2)C1 (stereo not drawn)	18	0	-3	-16	4	-1	5	3	10
N#CCCn1ccc(NC(=O)c2ccc(Cl)cc2)n1	5	-2	16	0	-1	8	-7	-1	6
O=C(O)C12CC3CC(C1)CC(n1ncc(NCc4ccccc4)c(Cl)c1=O)(C3)C2	-1	-3	10	-1	1	3	2	3	-7

# Exported with each value named: part of the list above
N#CCCn1ccc(NC(=O)c2ccc(Cl)cc2)n1
  PREPL inh = 5
  PAD4 inh = -2
  PAFAH1B3 inh = 16
  ZTA counter = 0
  LYPLA2 inh = -1
  PAFAH2 FP inh = 8
  EBNA-1 inhibitor = -7
  LYPLA1 counter = -1
  GSTO1 inh = 6

Cc1cc2c(cc1S(=O)(=O)N(C)C1CCCCC1)OCC(=O)N2
  PREPL inh = 11
  PAD4 inh = -1
  PAFAH1B3 inh = 3
  ZTA counter = 11
  LYPLA2 inh = 8
  PAFAH2 FP inh = 2
  EBNA-1 inhibitor = 0
  LYPLA1 counter = 1
  GSTO1 inh = 0

Cc1nc(-c2cccc(-c3noc(C)n3)c2)no1
  PREPL inh = 10
  PAD4 inh = 3
  PAFAH1B3 inh = 3
  ZTA counter = -5
  LYPLA2 inh = 3
  PAFAH2 FP inh = 2
  EBNA-1 inhibitor = 3
  LYPLA1 counter = 3
  GSTO1 inh = 2

C/C(=C\C(=O)c1ccc(Cl)cc1)Nc1ccc(N2CCOCC2)cc1
  PREPL inh = 11
  PAD4 inh = -9
  PAFAH1B3 inh = 7
  ZTA counter = -5
  LYPLA2 inh = -1
  PAFAH2 FP inh = -4
  EBNA-1 inhibitor = 7
  LYPLA1 counter = 1
  GSTO1 inh = 4

# 4 compounds from above, sorted by their value in EBNA-1 inhibitor, lowest first.
structure	PREPL inh	PAD4 inh	PAFAH1B3 inh	PAFAH2 FP inh	EBNA-1 inhibitor
COc1ccc(NCc2nc3ccccc3n2CCOc2ccc(C)cc2)cc1	62*	-5	5	-1	1
Cc1nnc(NC(=O)CSc2n[nH]c(-c3ccccc3C)n2)s1	-1	3	-6	0	7
Cc1ccc(S(=O)(=O)NCC2CCC(C(=O)O)CC2)cc1 (stereo not drawn)	8	-3	6	-1	11
Cc1cc(/C=C(\C#N)C(=O)Nc2ccccc2)c(C)n1-c1cccnc1	2	-1	-2	-6	12

# Filtered by structure, those above containing an NH in an aromatic ring.
SMILES	PREPL inh	PAD4 inh	PAFAH1B3 inh	ZTA counter	LYPLA2 inh	PAFAH2 FP inh	EBNA-1 inhibitor	LYPLA1 counter	GSTO1 inh
Cc1nnc(NC(=O)CSc2n[nH]c(-c3ccccc3C)n2)s1	-1	3	-6	-8	-3	0	7	1	0
CN(C)c1ccc(/C=N/NC(=O)c2ccc3nc[nH]c3c2)cc1	-1	0	6	9	-2	9	2	0	8
CCCCn1c(N)c(Sc2ccc(Cl)cc2)c(=O)[nH]c1=O	1	1	7	-6	-2	4	-4	-4	2

# (next part)
SMILES	PREPL inh	PAD4 inh	PAFAH1B3 inh	ZTA counter	LYPLA2 inh	PAFAH2 FP inh	EBNA-1 inhibitor	LYPLA1 counter	GSTO1 inh
O=S(=O)(NCCc1ccccc1)c1ccc(Br)cc1	-29	3	10	-6	3	3	-5	-1	8
COc1ccc(S(=O)(=O)N2CC(C)N(C(=O)N(C)C)C2C)cc1 (stereo not drawn)	-4	-4	0	-6	-2	4	-2	-2	-3
Cc1ccc(C(=O)Nc2ccc(N3CCN(C)CC3)cc2)c(Cl)c1	10	-3	0	-3	0	3	-7	1	-6
O=C(Nc1ccc2oc(-c3ccccc3)nc2c1)c1ccc2c(c1)OCCO2	-11	-8	-5	-8	-17	-21	7	-10	-14
CC(=O)Nc1ccc(NC(=O)Cc2ccc(F)cc2)cc1	11	-6	/	9	3	/	0	2	0

# Compound activity (PubChem BioAssay)
